PMI act satM6P = activators of human phosphomannose isomerase at near-saturating mannose 6-phosphate; coupled PMI enzyme assay, resazurin fluorescence, 20 min; hits give high values; 1 = untreated enzyme, 0 = substrate-free blank; activation factor at 20 µM; P34949; hit rate 0.34% among 190,000;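 active means activation factor of 2 or more at 20 µM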
Target sequence (P34949 whole entry, looked up): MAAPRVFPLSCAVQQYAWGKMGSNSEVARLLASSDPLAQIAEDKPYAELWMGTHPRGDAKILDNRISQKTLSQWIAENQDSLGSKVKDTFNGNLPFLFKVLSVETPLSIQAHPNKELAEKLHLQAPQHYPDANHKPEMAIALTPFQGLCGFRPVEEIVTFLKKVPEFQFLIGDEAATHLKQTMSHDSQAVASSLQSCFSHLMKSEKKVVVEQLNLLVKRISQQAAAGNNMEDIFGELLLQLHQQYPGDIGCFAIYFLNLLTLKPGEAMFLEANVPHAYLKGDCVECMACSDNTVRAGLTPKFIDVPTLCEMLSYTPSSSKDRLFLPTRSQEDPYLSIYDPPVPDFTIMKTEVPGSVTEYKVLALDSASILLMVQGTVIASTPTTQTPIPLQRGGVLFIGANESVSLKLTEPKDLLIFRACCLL
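Test system – human PMI in coupled enzyme assay · Timing – 20 min incubation at room temperature · Detection – Diaphorase-driven resazurin-to-resorufin fluorescence, excitation 544, emission 590 nm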
RAM network inh = yeast RAM network inhibition | S. cerevisiae dse1pr::URA3 reporter, 5-FOA growth OD615, 2 d; analog-sensitive cbk1-as2 kinase mutant strain | inhibition, % at 50 µM | hit rate 1.8% among 190,000 | AID 868;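 active means inhibition above a set limit, 3 SD over mean compound inhibition, cut at about 8.4% in these data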;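 further: 0% = DMSO-only wells with no growth and 100% = 10 µM 1-NA-PP1 full growth; inhibition rescues growth on 5-FOA so higher OD means more RAM inhibition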
Diaph act CS = counter-screen for diaphorase-based assays: diaphorase activators and chemical reducers | Diaphorase/resazurin coupled assay, resorufin fluorescence, 16 min; hits give high values; 1 = vehicle wells, 0 = NADH-free wells | activation factor at 20 µM | hit rate 0.005% among 190,000 | AID 1229;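 active means diaphorase activity raised at least twofold by the compound at 20 µM; inactive means activation factor below 2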
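Measured by – red resorufin fluorescence at 544/590 nm excitation/emission · Test system – Clostridium kluyveri diaphorase, purified enzyme · Incubation – reaction time 16 min, room temperature · Buffer or medium – 50 mM HEPES pH 7.4 with 4.542 mM MgCl2, 0.005% Tween 20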
PMI activator = activators of human phosphomannose isomerase. P34949. purified human PMI, coupled resazurin fluorescence, 20 min; hits give high values; 1 = vehicle control, 0 substrate-free wells. activation factor at 20 µM. hit rate 0.005% among 190,000;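 active means activation factor of 2 or more at 20 µM, relative to plate controls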
DTT redox prof = compounds producing H2O2 with reducing agent – biochemical, NIH compound library profiling, artefact control for MLSCN library redox annotation, primary screen. DTT-dependent redox cycling H2O2, phenol red/HRP absorbance; 100% = 100 µM peroxide control, 0% = buffer. activation, % at 10 µM. hit rate 0.03% among 200,000. AID 878;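 active means activation of at least 50% relative to the plate's high and low controls in the primary single-dose screen; inactive means activation below 50%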;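 further: compound incubated with DTT at 0.8 mM final as the reducing agent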
TLR4-MyD88 BLA = blocks binding of human TLR4 to MyD88 | O00206+Q99836 | HeLa CL3-4 TLR4/MyD88 BLA complementation, FRET ratio | inhibition, % at 8.4 µM | hit rate 0.18% among 200,000; in the data active means inhibition above about 25%;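 further: 0% = vehicle and 100% = reference inhibitor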
Hsp70 act = transcriptional activators of Hsp70. activation, % at 10 µM. HeLa Hsp70 promoter luciferase reporter, luminescence; scaled: vehicle 0, proteasome-inhibitor control 100%. hit rate 0.04% among 200,000. AID 1203;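 active means activation above the mean across all tested compounds plus 3 SD, cutoff set per campaign, cut at about 5.5% in these data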;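 further: 100% = MG132 at 30 µM as the positive control and 0% = DMSO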
G6PDH counter = L. mesenteroides G6PDH inhibition counter-screen | Purified L. mesenteroides G6PDH, diaphorase/resazurin coupled fluorescence, 45 min | inhibition, % at 5 µM | hit rate 0.12% among 200,000
S1P3 antag = blocks the human S1P3 receptor | Q99500 | CHO S1P3 NFAT-BLA reporter, FRET fluorescence, antagonist mode | inhibition, % at 4.98 µM | hit rate 0.27% among 170,000 | AID 485;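 active means inhibition above the plate cutoff, the mean inhibition of test wells on that plate plus 3 SD, cut at about 28% in these data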;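 further: cells challenged with S1P at its EC80 of 0.8 µM; blue over green emission ratio from cleaved BLA substrate after 4 h stimulation; 0% = S1P-stimulated wells and 100% = unstimulated DMSO-only wells; some compounds past the cut are filed as inactive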
Target sequence (Q99500 whole entry, looked up): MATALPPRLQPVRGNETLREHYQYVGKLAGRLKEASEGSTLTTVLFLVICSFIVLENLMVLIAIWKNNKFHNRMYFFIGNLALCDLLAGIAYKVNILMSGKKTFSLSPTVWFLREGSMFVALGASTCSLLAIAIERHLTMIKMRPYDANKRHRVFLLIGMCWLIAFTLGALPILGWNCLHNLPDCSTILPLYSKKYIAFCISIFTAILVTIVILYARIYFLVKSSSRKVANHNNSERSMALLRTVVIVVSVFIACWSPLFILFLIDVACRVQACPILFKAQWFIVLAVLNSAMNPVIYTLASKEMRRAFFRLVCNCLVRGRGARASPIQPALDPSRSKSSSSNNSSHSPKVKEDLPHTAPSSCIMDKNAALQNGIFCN
Diaph inh CS = counter-screen for diaphorase-based assays: diaphorase inhibitors and chemical oxidizers | diaphorase resazurin-to-resorufin fluorescence, NADH, 16 min; bacterial (C. kluyveri) enzyme, not human | inhibition, % at 20 µM | hit rate 0.69% among 190,000;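 active means primary screen inhibition at 20 µM above a set limit, cut at about 50% in these data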;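 further: plate controls were DMSO with full reaction for no effect and wells lacking NADH for full effect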
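Test system: diaphorase enzyme from Clostridium kluyveri; amount: diaphorase at 0.14 U/mL in enzyme working solution; detection: fluorescence of resorufin formed from resazurin, Ex 544/Em 590 nm; times: reaction incubation of 16 min at room temperature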
L major viab = Leishmania major promastigote growth inhibition; hit rate 9% among 200,000; Leishmania major promastigotes, resazurin fluorescence viability; inhibition, % at 10 µM; AID 1063;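 further: promastigotes grown with compound for 44 hours at 28 °C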
Starred values were filed as active, the others as inactive. Unless noted, no stated cut-off is given here; in the data, active means inhibition above about 50%; inactive means the rest.

Screening COc1ccc(C(=O)C[n+]2ccc(C)cc2)cc1 returned PMI act satM6P 1, RAM network inh 0.5, Diaph act CS 1, PMI activator 1, DTT redox prof -0.6, TLR4-MyD88 BLA -9.5, Hsp70 act -0.1, G6PDH counter 1.8, S1P3 antag 9.0, Diaph inh CS 3.7 and L major viab -3.2.
`CCc1nnc(NC(=O)CCC(=O)Nc2ccccc2)s1` gave PMI act satM6P 0.9, RAM network inh 0.0, Diaph act CS 0.9, PMI activator 0.9, DTT redox prof -0.1, TLR4-MyD88 BLA -1.1, Hsp70 act 0.0, G6PDH counter -5.4, S1P3 antag -11.0, Diaph inh CS 13.7 and L major viab -8.0.
Screening COCCN(CC(=O)NCc1ccc2c(c1)OCO2)C(=O)CCC(=O)Nc1nccs1 returned PMI act satM6P 1, RAM network inh 0.9, Diaph act CS 0.9, PMI activator 1, DTT redox prof 0.1, TLR4-MyD88 BLA -13.1, Hsp70 act -0.3, G6PDH counter 9.1, Diaph inh CS 8.2 and L major viab -4.1.
`Cc1cccc(-c2nsc(SCC(=O)NCC3CCCO3)n2)c1` (stereo unspecified) gave PMI act satM6P 1, RAM network inh 0.8, Diaph act CS 0.9, PMI activator 0.9, DTT redox prof 0.0, TLR4-MyD88 BLA -5.3, Hsp70 act 0.2, G6PDH counter 7.0, S1P3 antag -16.0, Diaph inh CS 7.2 and L major viab -5.2.
COc1nc(NCc2ccco2)nc(NC2CCCCC2)n1 was read as PMI act satM6P 1.1, RAM network inh 0.0, Diaph act CS 0.9, PMI activator 1.1, DTT redox prof 0.9, TLR4-MyD88 BLA 9.8, Hsp70 act 0.2, G6PDH counter 1.9, Diaph inh CS 5.8 and L major viab 18.9.
CCn1cc(C(=O)Nc2sc(C)c(C)c2C(=O)OC)cn1 was read as PMI act satM6P 1, RAM network inh 5.3, Diaph act CS 1, PMI activator 1.1, DTT redox prof -0.4, TLR4-MyD88 BLA 5.0, Hsp70 act -0.5, G6PDH counter -10.0, S1P3 antag 4.5, Diaph inh CS 4.0 and L major viab -7.2.
`CCN1CCN(C(=O)Cn2nc(-c3ccc(Cl)cc3)ccc2=O)CC1` gave PMI act satM6P 1.1, RAM network inh 0.4, Diaph act CS 1, PMI activator 1.1, DTT redox prof -0.9, TLR4-MyD88 BLA 2.2, Hsp70 act 0.0, G6PDH counter 17.4, S1P3 antag -3.1, Diaph inh CS 3.9 and L major viab -5.8.
For COc1cc2nc(=S)n3[nH]c(CCn4c(C)nc5ccccc54)nc3c2cc1OC the results were PMI act satM6P 1, RAM network inh 0.6, Diaph act CS 0.1, PMI activator 0.9, DTT redox prof -2.3, TLR4-MyD88 BLA 1.2, Hsp70 act -0.1, G6PDH counter -2.3, S1P3 antag -12.3, Diaph inh CS 88.8* and L major viab -6.8.
For O=C(/C=C/c1cc([N+](=O)[O-])ccc1OC(F)F)NCc1ccc(Cl)cc1 the results were PMI act satM6P 0.9, RAM network inh 7.5, Diaph act CS 0.8, PMI activator 0.9, DTT redox prof 0.1, TLR4-MyD88 BLA -0.8, Hsp70 act 0.2, G6PDH counter 5.2, Diaph inh CS 20.3 and L major viab -0.3.
For Cc1cc(OCC(=O)Nc2ccc(N3CCN(C(=O)c4ccco4)CC3)cc2)cc(C)c1Cl the results were PMI act satM6P 0.9, RAM network inh 2.0, Diaph act CS 0.7, PMI activator 0.9, DTT redox prof -3.2, TLR4-MyD88 BLA -1.2, Hsp70 act -0.1, G6PDH counter -57.0, Diaph inh CS 27.5 and L major viab 10.5.
`O=C(NCc1ccc2c(c1)OCO2)c1cc2n(n1)C(C(F)(F)F)CC(c1ccc3c(c1)OCO3)N2` (stereo unspecified) gave PMI act satM6P 1, RAM network inh 3.3, Diaph act CS 0.9, PMI activator 1, DTT redox prof 0.6, TLR4-MyD88 BLA -2.5, Hsp70 act -0.2, G6PDH counter -16.6, S1P3 antag -1.4, Diaph inh CS 14.7 and L major viab -6.1.
For O=C(/C=C/c1ccco1)Nc1ccccc1N1CCCCC1 the results were PMI act satM6P 0.8, RAM network inh -0.5, Diaph act CS 0.6, PMI activator 0.9, DTT redox prof -1.8, TLR4-MyD88 BLA 10.2, Hsp70 act -0.3, G6PDH counter 7.5, S1P3 antag -10.2, Diaph inh CS 36.7 and L major viab 17.6.
Screening CC(=O)N1CCN(Cc2nc3cc(NC(=O)C4CCCCC4)ccc3n2C)CC1 returned PMI act satM6P 1, RAM network inh 0.1, Diaph act CS 0.9, PMI activator 1, DTT redox prof 1.4, TLR4-MyD88 BLA -6.5, Hsp70 act -0.4, G6PDH counter -12.5, S1P3 antag -0.6, Diaph inh CS 7.6 and L major viab -4.4.
`CC1=C(C#N)C(Nc2cccc(C)n2)(C(F)(F)F)C(=O)N1` (stereo unspecified) gave PMI act satM6P 1.1, RAM network inh 0.3, Diaph act CS 1, PMI activator 1, DTT redox prof -3.9, TLR4-MyD88 BLA 9.5, Hsp70 act -0.3, G6PDH counter -1.0, S1P3 antag -18.2, Diaph inh CS -0.8 and L major viab 1.5.
CC(C)(C)NC(=O)C1CCN(S(=O)(=O)c2ccc(Br)cc2)CC1 was read as PMI act satM6P 1, RAM network inh 1.8, Diaph act CS 0.9, PMI activator 0.9, DTT redox prof -0.1, TLR4-MyD88 BLA 0.2, Hsp70 act -0.2, G6PDH counter 18.2, S1P3 antag -14.4, Diaph inh CS 5.3 and L major viab -7.4.
Cc1c(-c2nc(N)nc(Nc3ccccc3)n2)oc2ccccc12 was read as PMI act satM6P 0.8, RAM network inh 4.8, Diaph act CS 0.7, PMI activator 0.8, DTT redox prof -0.2, TLR4-MyD88 BLA 1.5, Hsp70 act 0.2, G6PDH counter -60.5, S1P3 antag -32.7, Diaph inh CS 33.4 and L major viab 2.1.
`CCC(C)(C(=O)NC1CCCCC1)N(CC1CCCO1)C(=O)Cc1cccs1` (stereo unspecified) gave PMI act satM6P 1, RAM network inh -0.2, Diaph act CS 1, PMI activator 1, DTT redox prof -0.5, TLR4-MyD88 BLA 1.5, Hsp70 act 0.2, G6PDH counter -1.2, S1P3 antag 2.8, Diaph inh CS 2.5 and L major viab 1.0.
Screening NNC(=O)CSc1c(-c2cccs2)[nH]c2ccccc12 returned PMI act satM6P 1.1, RAM network inh 2.4, Diaph act CS 0.8, PMI activator 0.9, DTT redox prof -0.1, TLR4-MyD88 BLA -3.2, Hsp70 act -0.2, G6PDH counter -20.9, S1P3 antag -15.9, Diaph inh CS 17.3 and L major viab -5.7.
Screening CCOC(=O)c1[nH]ncc1CN1CCN(Cc2ccccc2)C(CCO)C1 (stereo unspecified) returned PMI act satM6P 1, RAM network inh 2.7, Diaph act CS 0.9, PMI activator 1, DTT redox prof -1.7, TLR4-MyD88 BLA -25.7, Hsp70 act -0.1, G6PDH counter 7.2, S1P3 antag -2.2, Diaph inh CS 10.4 and L major viab -0.5.
Screening Nc1nc(NCc2c(F)cccc2Cl)nn1-c1ccccc1 returned PMI act satM6P 1, RAM network inh -0.7, Diaph act CS 0.9, PMI activator 1, DTT redox prof -0.9, TLR4-MyD88 BLA 2.5, Hsp70 act -0.1, G6PDH counter 1.2, S1P3 antag -13.9, Diaph inh CS 9.8 and L major viab -7.1.
Screening O=C(C1CCN(Cc2cn[nH]c2-c2ccc(F)cc2F)CC1)N1CCOCC1 returned PMI act satM6P 1.1, RAM network inh 1.0, Diaph act CS 0.8, PMI activator 1, DTT redox prof -0.9, TLR4-MyD88 BLA -3.8, Hsp70 act -0.2, G6PDH counter 13.1, S1P3 antag 14.6, Diaph inh CS 20.9 and L major viab -1.8.
For CCOc1ccc(-n2c(N)c(C(=O)N3CCN(C)CC3)sc2=S)cc1 the results were PMI act satM6P 0.9, RAM network inh 0.4, Diaph act CS 0.9, PMI activator 0.9, DTT redox prof -1.6, TLR4-MyD88 BLA 0.0, Hsp70 act 0.4, G6PDH counter -2.1, S1P3 antag -1.2, Diaph inh CS 12.8 and L major viab 13.5.
For CCCS(=O)(=O)c1snnc1C the results were PMI act satM6P 1.6, RAM network inh 0.7, Diaph act CS 0.9, PMI activator 1.4, DTT redox prof 0.1, TLR4-MyD88 BLA 5.4, Hsp70 act 0.1, G6PDH counter 5.0, Diaph inh CS 10.7 and L major viab -6.1.
Screening Cn1c(=O)c2c(ncn2CC(=O)OCC(=O)NCc2ccc(Cl)cc2)n(C)c1=O returned PMI act satM6P 1, RAM network inh 0.8, Diaph act CS 1, PMI activator 1, DTT redox prof 0.1, TLR4-MyD88 BLA 8.2, Hsp70 act -0.4, G6PDH counter -0.7, S1P3 antag -2.0, Diaph inh CS -2.9 and L major viab -4.5.
Screening C=CCC(C)(NCc1ccccc1)c1ccccc1 (stereo unspecified) returned PMI act satM6P 0.9, RAM network inh -0.1, Diaph act CS 0.9, PMI activator 0.9, DTT redox prof 1.0, TLR4-MyD88 BLA -8.6, Hsp70 act -0.2, G6PDH counter -12.2, Diaph inh CS 11.8 and L major viab 2.4.
For C=CCNc1nc2c(c(=O)n(C)c(=O)n2C)n1CCCCCC the results were PMI act satM6P 1, RAM network inh 0.1, Diaph act CS 0.9, PMI activator 0.9, DTT redox prof 3.1, TLR4-MyD88 BLA 14.4, Hsp70 act -0.3, G6PDH counter 1.8, S1P3 antag -15.6, Diaph inh CS 5.4 and L major viab -2.8.
`COc1cccc(-n2c(SCC(=O)NC3CCCC3)nnc2-c2ccco2)c1` gave PMI act satM6P 1, RAM network inh 0.5, Diaph act CS 0.9, PMI activator 1, DTT redox prof -0.3, TLR4-MyD88 BLA 2.1, Hsp70 act -0.3, G6PDH counter 1.6, Diaph inh CS 7.4 and L major viab 3.1.
Screening O=c1oc2cc(Br)ccc2n1CSC1=NCCS1 returned PMI act satM6P 1, RAM network inh 1.4, Diaph act CS 0.9, PMI activator 0.9, DTT redox prof -0.2, TLR4-MyD88 BLA 2.7, Hsp70 act -0.5, G6PDH counter 12.5, S1P3 antag 21.2, Diaph inh CS 13.7 and L major viab 12.0.
Screening Cn1c(N/N=C/c2cc3ccccc3nc2Cl)nc2ccccc21 returned PMI act satM6P 1.1, RAM network inh 3.5, Diaph act CS 0.9, PMI activator 1.3, DTT redox prof 0.5, TLR4-MyD88 BLA -14.9, Hsp70 act -0.2, G6PDH counter -1.5, S1P3 antag 17.0, Diaph inh CS 12.6 and L major viab 10.8.

Source: PubChem
